# TAAR1 ag: agonists of human TAAR1; CHO RD-HGA16 TAAR1, Fluo-8 calcium fluorescence; vehicle wells 0%, saturating PEA agonist 100%; AID 624467; Q96RJ0; 0.99% of 360,000 active; activation, % at 3 µM;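 active means activation above the mean activation of all test compounds in the run plus 3 SD, cut at about 38% in these data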
#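 test system = CHO RD-HGA16 cells carrying human TAAR1 plus Gα16 | schedule = 17-24 h seeding, 75 min 37 °C dye, 30 min RT | compound dosing = 3 µM single concentration | control set = DMSO and PEA EC100 | replicates = n 1 | signal = Fluo-8 fluorescence, 5 s baseline then 140 s kinetic read | measure = percent activation vs PEA EC100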
# M5 PAM: positive allosteric modulators of human muscarinic M5 receptor; P08912; CHO-K1 hM5, Fluo-8 calcium, ACh EC20 PAM; 0% = ACh EC20, 100% = ACh EC100; activation, % at 3 µM; 0.3% of 360,000 active;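 active means activation above the run cutoff, the mean activation of all test compounds plus 3 SD, cut at about 18% in these data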
# Target sequence (P08912 whole entry, looked up): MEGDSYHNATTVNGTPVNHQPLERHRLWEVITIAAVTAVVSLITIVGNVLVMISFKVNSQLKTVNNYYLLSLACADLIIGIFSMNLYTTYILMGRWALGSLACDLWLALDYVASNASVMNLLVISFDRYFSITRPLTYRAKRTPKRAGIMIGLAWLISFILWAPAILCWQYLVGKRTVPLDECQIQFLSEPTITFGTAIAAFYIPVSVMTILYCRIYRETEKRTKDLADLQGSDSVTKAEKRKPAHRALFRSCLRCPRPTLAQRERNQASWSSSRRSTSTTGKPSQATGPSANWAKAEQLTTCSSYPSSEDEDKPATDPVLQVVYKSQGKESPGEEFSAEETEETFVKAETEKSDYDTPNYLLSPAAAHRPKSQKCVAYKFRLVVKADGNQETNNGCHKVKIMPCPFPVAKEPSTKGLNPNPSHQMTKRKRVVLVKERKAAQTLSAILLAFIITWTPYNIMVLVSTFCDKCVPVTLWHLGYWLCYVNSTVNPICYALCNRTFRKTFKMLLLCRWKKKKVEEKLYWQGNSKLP
#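 Measured by: Fluo-8 calcium fluorescence; material: human M5 receptor in CHO-K1 cells; schedule: Post-acetylcholine fluorescence recording 140 s; benchmarks: low control EC20 acetylcholine (0%), high control EC100 acetylcholine (100%); read-out: Max/basal fluorescence ratio as % of EC20–EC100 ACh window; compound: single dose, 3 µM nominal final test concentration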
# M5 ag: CHRM5 agonism in calcium assay | P08912 | CHO-K1 hM5 cells, Fluo-8 calcium fluorescence; 0% DMSO wells, 100% maximal acetylcholine response | activation, % at 3 µM | 0.19% of 360,000 active;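 active means activation above the run's mean over test compounds plus 3 SD, cut at about 23% in these data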;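 further: signal is peak over basal fluorescence ratio across the kinetic read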
# M4 antag: blocks acetylcholine activation of human M4 receptor. CHO-hM4 cells, ACh EC80, Fluo-8 calcium fluorescence. inhibition, % at 3 µM. 0.73% of 360,000 active. P08173;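 active means inhibition above its plate's cutoff, the mean inhibition of sample wells plus 3 SD, cut at about 27% in these data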;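 further: 0% = acetylcholine EC80 with DMSO and 100% = DMSO without agonist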
# M1 antag: blocks human M1 muscarinic receptor; P11229; CHO-K1 hM1, Fluo-8 calcium fluorescence, ACh EC80 antagonist; inhibition, % at 3 µM; 1.3% of 360,000 active; AID 588852;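 active means percent inhibition above its own plate's cutoff, namely the mean of that plate's compound wells plus 3 SD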;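 further: peak over basal fluorescence ratio during 140 s after agonist addition; 0% = ACh EC80 plus DMSO and 100% = DMSO alone without agonist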
# Target sequence (P11229 whole entry, looked up): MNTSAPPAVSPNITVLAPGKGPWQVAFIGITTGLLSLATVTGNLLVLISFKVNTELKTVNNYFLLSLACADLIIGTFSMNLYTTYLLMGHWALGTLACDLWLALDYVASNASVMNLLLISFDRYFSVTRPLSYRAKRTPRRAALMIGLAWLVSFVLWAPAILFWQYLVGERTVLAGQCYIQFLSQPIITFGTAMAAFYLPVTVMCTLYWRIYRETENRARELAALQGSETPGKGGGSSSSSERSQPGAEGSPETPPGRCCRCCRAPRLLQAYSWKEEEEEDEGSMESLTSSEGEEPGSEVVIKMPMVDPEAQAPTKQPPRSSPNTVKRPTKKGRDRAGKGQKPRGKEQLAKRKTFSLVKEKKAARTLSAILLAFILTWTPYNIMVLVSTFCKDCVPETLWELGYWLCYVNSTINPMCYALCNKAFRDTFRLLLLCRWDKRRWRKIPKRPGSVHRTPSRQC
# CHRM1 PAM: human CHRM1 positive allosteric modulation; CHO-K1 hM1, Fluo-8 calcium fluorescence, ACh EC20; 0% = ACh EC20, 100% = maximal ACh; P11229; activation, % at 3 µM; 0.088% of 360,000 active; in the data active means activation above about 19%, passing the limit was not always enough
# CHRM1 agonist: human M1 muscarinic receptor agonism; CHO-K1 hM1, Fluo-8 calcium fluorescence, agonist mode; 0% DMSO, 100% acetylcholine EC100; activation, % at 3 µM; 0.33% of 360,000 active; AID 588814;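 active means activation above the run's mean compound activation plus 3 SD, cut at about 16% in these data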;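 further: peak over basal fluorescence ratio within a 140 s kinetic read after compound addition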
# CHRM5 antagonist: antagonists of human muscarinic M5 receptor (CHRM5); P08912; CHO-hM5 cells, Fluo-8 calcium fluorescence, ACh EC80; inhibition, % at 3 µM; 0.59% of 360,000 active; AID 624040;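 active means inhibition above a per-plate cutoff, the mean of that plate's test compounds plus 3 SD, cut at about 27% in these data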;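 further: 0% = acetylcholine EC80 with DMSO and 100% = DMSO without agonist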
# M4 ag: CHRM4 agonism in calcium assay. P08173. CHO-K1 hM4/Gqi5, Fluo-8 calcium fluorescence; vehicle 0%, full acetylcholine response 100%. activation, % at 3 µM. 0.14% of 360,000 active;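 active means activation above the run mean over all test wells plus 3 SD, cut at about 32% in these data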;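 further: peak over basal fluorescence ratio per well then scaled between controls; 0% = DMSO wells and 100% = acetylcholine at EC100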
# Active calls of the source: *; x = no result given.
# Preview (2 entries):
SMILES,TAAR1 ag,M5 PAM,M5 ag,M4 antag,M1 antag,CHRM1 PAM,CHRM1 agonist,CHRM5 antagonist,M4 ag
CCc1ccccc1NC(=O)C(CC)Sc1nc2cc3c(cc2c(=O)n1Cc1ccco1)OCO3 (stereo unspecified),20,-1,2,-8,4,2,-2,0,0
COc1cccc(NC(=O)CN(C)C(=O)CNC(=O)c2ccc(Oc3ccccc3)cc2)c1,3,-7,-2,-13,1,1,-1,4,7

# This part in full, from the first entry:
SMILES,TAAR1 ag,M5 PAM,M5 ag,M4 antag,M1 antag,CHRM1 PAM,CHRM1 agonist,CHRM5 antagonist,M4 ag
CCc1ccccc1NC(=O)C(CC)Sc1nc2cc3c(cc2c(=O)n1Cc1ccco1)OCO3 (stereo unspecified),20,-1,2,-8,4,2,-2,0,0
COc1cccc(NC(=O)CN(C)C(=O)CNC(=O)c2ccc(Oc3ccccc3)cc2)c1,3,-7,-2,-13,1,1,-1,4,7
CCN1CCN(S(=O)(=O)c2ccc(Cl)c(C(=O)NC3CCCC3)c2)CC1,0,3,-2,-4,-2,8,-4,3,0
Cc1ccc(C(=O)CSc2nsc(C)c2C#N)cc1,11,-3,-8,6,0,-2,-3,-1,1
COc1cc(C2/C(=C(\O)c3ccc4c(c3)CC(C)O4)C(=O)C(=O)N2Cc2ccco2)ccc1O (stereo unspecified),0,-7,-2,14,10,-3,-3,8,1
Cc1ccc(NC2CCCN(C(=O)c3cnsn3)C2)cc1C (stereo unspecified),-1,8,-2,-12,-2,1,-4,-12,1
COc1cc(NC(=O)c2ccc(C)cc2C)ccc1NC(=O)c1cc2ccccc2o1,-1,-8,3,-6,-5,3,-2,-10,2
Cc1ccnc(NS(=O)(=O)c2ccc(NS(=O)(=O)c3cc(Cl)ccc3Cl)cc2)n1,4,5,-1,-9,-3,4,-3,-4,0
COc1ccc(S(=O)(=O)N2CCOCC2)cc1N=Nc1sc(N)nc1-c1ccccc1,12,-4,-1,8,13,-8,-11,4,5
COC(=O)c1ccccc1NC(=O)CSc1nc2ccsc2c(=O)n1CCCCC(=O)O,2,6,1,-15,-3,7,1,-5,0
COc1cccc(-c2nc(N3CCCCC3)c3ccccc3n2)c1O,-2,2,-1,8,-27,10,0,0,-1
Cc1c2ccccc2cc[n+]1CCCS(=O)(=O)[O-],2,-11,-1,-5,7,-8,-5,10,12
CCCC(=O)C1=C(O)C(C(=O)OC)C(C)(C)CC1=Nc1ccc(OC)cc1 (stereo unspecified),2,11,-2,4,-2,9,-2,0,0
COc1ccc(NC(=O)Cn2c(=O)n(CC(=O)NCc3ccco3)c(=O)c3ccccc32)cc1OC,1,2,0,13,-13,9,-2,-2,0
Cc1ccc(S(=O)(=O)N2CCN(C(=O)Cc3ccc(S(=O)(=O)N4CCOCC4)s3)CC2)cc1,2,-9,-3,7,0,-3,-4,2,8
Cc1cc(C)nc(SCC(=O)NNC(=O)c2cccs2)n1,5,13,3,4,-9,14,0,-6,0
C=CCn1c(SCC(=O)NC2CCCC2)nc2scc(-c3ccco3)c2c1=O,13,11,-5,-5,-4,6,-7,-1,0
COc1ccc(CCNC2=CC(=O)CCC2)cc1OC,x,9,-3,-16,-15,8,-4,-2,0
O=C(NNS(=O)(=O)c1ccccc1[N+](=O)[O-])c1ccc(F)cc1,6,-2,6,-6,-5,5,-2,10,11
COc1nc(OCC#N)nc(N(C)C)n1,12,-3,-3,2,4,0,-1,-3,0
CSc1ccc(CCNC(=O)c2ccc(CS(=O)Cc3ccc(Cl)cc3)o2)cc1 (stereo unspecified),9,-11,2,-1,-1,-6,1,3,22
COc1ccc(C)cc1NC(=O)CSCc1cc(=O)n2c(C)csc2n1,6,1,2,-7,-8,8,-5,-1,2
COc1ccc([C@H]2C[C@@H](O)[C@H](n3cc(C4CC4)nn3)CN2Cc2cccs2)cc1,0,9,-1,-10,-11,2,-3,-8,2
CN(Cc1ccccc1)c1c([N+](=O)[O-])c(=O)n(C)c2ccccc12,-2,2,-8,-12,-11,13,-5,0,1
CCCCNC(=O)COC(=O)c1cc2c(C)nn(-c3ccccc3)c2s1,-1,-1,-3,-10,-13,11,-4,-1,0
CSc1nc(Cc2ccc(Cl)cc2)nc2ccccc12,14,2,-2,1,-10,9,-6,2,-1
Cc1ccc2nc3n(c(=O)c2c1)-c1ncccc1C(=O)NC3Cc1ccc(O)cc1 (stereo unspecified),4,3,0,-5,-6,2,-1,2,2
COc1ccc(CN2CCNC(=O)C2CC(=O)N(C)C2CCOCC2)c(F)c1 (stereo unspecified),6,-5,-1,-4,-10,8,-2,-2,1
CCOC(=O)CSc1nnc(CNC(=O)Cc2ccccc2)n1-c1ccccc1OC,x,5,1,2,-6,3,-5,4,1
CCN(CCn1cccn1)C(=O)CC1C(=O)NCCN1Cc1cc(OC)cc(OC)c1 (stereo unspecified),2,1,0,-2,-4,8,-4,2,1
COc1cc(OC)cc(C(=O)Nc2nc(CC(=O)NCc3ccccc3OC)cs2)c1,6,-23,-2,18,29*,-12,-4,20,15
Cc1ccccc1NC(=O)CCN1CCCC1,6,0,-1,4,6,0,-3,-2,1
CCCN(C(=O)c1ccco1)c1nnc(-c2ccncc2)s1,5,9,-1,5,-1,4,-4,-1,-1
CCC(Sc1ccccn1)C(=O)Nc1cccc([N+](=O)[O-])c1 (stereo unspecified),5,-5,-3,2,3,-5,-12,8,0
COc1ccc(OCC(O)CNc2ccc(Br)cc2)cc1 (stereo unspecified),-3,-4,2,-1,-7,5,0,2,5
CN1CCN(C(=S)NC(=O)/C=C/c2ccccc2)CC1,-1,-5,-1,-5,-14,5,-6,12,1
O=C(COc1ccc(Br)cc1)NCCCNC(=O)c1cnccn1,0,-5,-3,6,-1,3,-5,13,0
NC(=O)[C@@H]1CCCNc2c(F)cc([N+](=O)[O-])cc2C(=O)N[C@@H](CCC(=O)O)C(=O)N[C@@H](CO)C(=O)N1,8,8,4,1,-6,10,-2,-10,1
O=C1C2C3C=CC(C2C(=O)N1CCCO)C1C2C(=O)N(CCCO)C(=O)C2C31 (stereo unspecified),8,3,1,5,-10,4,-3,-1,0
COc1ccc(-n2cnnc2SCC(=O)Nc2cccc(S(=O)(=O)N3CCCCC3)c2)cc1,7,-1,-1,-2,3,-6,-10,-5,1
CC(=O)c1c(C)[nH]c(C(=O)N2CC(C)CC(C)C2)c1C (stereo unspecified),1,-1,-1,6,-16,4,0,7,0
O=C(CCCN1C(=O)/C(=C/c2cccs2)SC1=S)NNC(=O)c1ccncc1,3,-10,-4,-23,2,-3,-4,5,2
CN(Cc1ccccc1)C(=O)c1ccc(NC(=O)Cc2cccc(NC(=O)C3CCN(C(=O)C4CCCC4)CC3)c2)cc1,1,0,1,19,13,-6,-7,6,1
Cc1cccc(NC(=O)c2cccc(S(=O)(=O)N(C)c3ccccc3)c2)n1,3,-9,-2,-16,-2,1,-4,14,10
CCCc1cc(=O)[nH]c(SCC(=O)C(C)(C)C)n1,10,7,-9,3,-10,9,2,9,0
Cn1ccnc1-c1ccc(-c2nccn2C)cc1,4,-2,-2,-5,-7,7,-4,4,0
CCC1CCCCN1C(=O)Nc1ccc(F)cc1 (stereo unspecified),4,-1,1,0,-8,6,-1,1,1
O=C1/C(=C\c2ccccc2)CCC/C1=C/c1ccccc1,0,4,-1,-3,-3,-1,-3,8,-1
CCOCCn1ccc2c(OCC(=O)Nc3cc(OC)ccc3OC)cccc2c1=O,5,-13,0,-5,8,-8,-4,5,8
Cc1ccc(C(=O)CNc2ccc(Cl)cc2)cc1,-1,4,4,2,0,7,-4,1,0
CC1CCN(c2ccc(NC(=O)c3ccc([N+](=O)[O-])o3)cc2)CC1,2,-4,-1,-10,-21,6,-2,2,2
Cc1ccc(NC(=O)COC(=O)c2ccc(S(=O)(=O)NCc3ccco3)cc2)cc1,4,-2,0,8,-6,7,-3,14,1
O=C(/C=C/c1ccco1)Nc1ccc(Cl)c(S(=O)(=O)N2CCOCC2)c1,8,-15,7,-2,1,-5,3,10,14
Cc1csc(=NC(=O)c2ccccc2)n1CCO,6,-6,1,-3,-13,12,1,4,0
CC1CC(OCC(O)CN2CCCCC2C)CC(C)(C)C1 (stereo unspecified),1,-6,-1,-13,-8,-7,-10,-1,2
Oc1ccccc1C=NN=C1c2ccccc2-c2ccccc21,2,0,3,-8,-9,3,-4,-3,0
COc1ccc(C)cc1Nc1n[n+](-c2ccccc2)c(-c2cc([N+](=O)[O-])cc(OC)c2O)s1,x,-4,0,6,7,-9,-5,19,2
CCCCN(CCCC)Cc1cc2ccccc2c2c1COC2,24,-2,-6,-14,-40,4,-4,-8,-2
Cc1nc(COC(=O)c2ccc(CO)cc2)cs1,2,-2,-2,-6,-15,9,-1,0,1
O=C(NCCc1c[nH]c2ccccc12)C1CCN(S(=O)(=O)c2ccc(F)cc2)CC1,9,-7,-3,-9,-6,4,-6,5,8
# Further results:
SMILES,TAAR1 ag,M5 PAM,M5 ag,M4 antag,M1 antag,CHRM1 PAM,CHRM1 agonist,CHRM5 antagonist,M4 ag
COC(=O)C1=CN(Cc2ccc(OC)c(OC)c2)C=C(C(=O)OC)C1c1ccccc1F,-3,9,1,-15,-23,23,-1,0,-2
Cc1ccc(-c2ccc(=O)n(Cc3ccc(F)cc3)n2)cc1,-3,-10,4,-4,3,1,2,15,6
C=CCn1c(SCC(=O)N(C)C)nc2sc3c(c2c1=O)CCC3,1,-2,-3,0,-10,8,-2,-6,1
COc1ccccc1NC(=O)C/C(C)=N/NC(=O)COc1c(Br)cc(Br)cc1OC,0,4,-2,-3,-4,9,-8,-11,2
O=C(CCNS(=O)(=O)c1ccccc1F)NCc1ccc2c(c1)OCO2,0,-4,-5,-4,-3,1,-3,2,0
CC(C)(C)c1cc(C(=O)NNS(=O)(=O)c2ccccc2)n[nH]1,0,-2,3,1,1,2,-2,6,4
C(=C\c1ccco1)/C1=NN(c2ccccc2)C(c2ccco2)C1 (stereo unspecified),x,-4,5,16,11,-12,2,15,3
Cc1ccc(NC(=O)c2cccs2)cc1S(=O)(=O)Nc1cccc(Cl)c1,5,-14,-2,-1,7,1,1,17,6
Cc1ccc(NC2=NC(C(=O)Nc3ccc(C)c(C)c3)CC(=O)N2)cc1 (stereo unspecified),14,5,-3,5,2,5,-2,2,0
Cc1ccc(N2C(=O)C3C(C(=O)c4ccccc4)=NN(c4ccccc4)C3C2=O)cc1 (stereo unspecified),8,0,0,0,-1,14,0,0,-1
CC(=O)c1ccc(Oc2ncnc(N)c2[N+](=O)[O-])cc1,7,2,1,4,-11,8,-5,1,1
CC[C@]12c3[nH]c4ccccc4c3CCN1C(=O)C(CC(=O)NCCN1CCOCC1)C[C@@H]2C(=O)N1CCN(C(=O)c2ccco2)CC1 (stereo partly specified),5,-4,1,6,7,-2,-4,8,-1

# Results in CHRM1 PAM and TAAR1 ag, for 4 of the compounds above:
smiles	CHRM1 PAM	TAAR1 ag
Cc1c2ccccc2cc[n+]1CCCS(=O)(=O)[O-]	-8	2
O=C(/C=C/c1ccco1)Nc1ccc(Cl)c(S(=O)(=O)N2CCOCC2)c1	-5	8
CN1CCN(C(=S)NC(=O)/C=C/c2ccccc2)CC1	5	-1
Cc1ccc(C(=O)CSc2nsc(C)c2C#N)cc1	-2	11

# Screens (PubChem)

# This is a subset; the hit share may differ from the screen's.
